ELG1 genotoxic: inducers of genotoxicity in HEK293T ELG1-luciferase cells | 330,000 compounds, 1.3% hits | Potency, µM (titrated, usually from 46 µM), for the others: at the highest dose activity change, positive = activation, hits mostly activators | HEK293T ELG1-luciferase reporter, luminescence, 16 h; further: potency means the concentration at half of the fitted maximal effect; % of control where 0% means no effect; nearly all actives have a fitted effect of over 60% in size
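Screening used a luciferase reporter fused to human ELG1 in HEK293T cells. Luminescence was read on a CCD plate imager after 16 hr exposure and 30 min ONE-Glo incubation.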
Menin MLL FP TR: inhibitors of human menin-MLL interaction, mutant MLL peptide; O00255; Menin + Texas Red MLL mutant peptide, fluorescence polarization; Potency, µM (top dose mostly 61.6 µM), inactives show at the top dose FP activity change, negative = inhibition, most hits filed as inhibitors; 270,000 compounds, 0.23% hits; AID 1768; active means well fitted inhibition curve with a large enough effect in the polarisation, with a control signal flat, not every such curve was filed as active; inconclusive means small, poorly fitted or top-dose-only effect, or effect the other way, or a change in a side signal; inactive means no such curve, though single readings can be large or run the other way; the % refers to the polarisation; further: potency means the concentration at half of the fitted maximal effect; % of control where 0% means no effect; many of its hits are not listed in these tables
RORgamma inh: ROR gamma (mouse) transcription inhibition; 310,000 compounds, 5.4% hits; AID 2551; Potency, µM (series often up to 53.6 µM), inactives show top-dose activity change, negative = inhibition, hits mostly inhibitors; Drosophila S2 Gal4-RORgamma UAS-luciferase reporter, 20 h; further: potency means the concentration at half of the fitted maximal effect; on the % scale 0 is the no-effect control and ±100 the full control effect; nearly all actives have a fitted effect of over 60% in size
Target sequence (P51450 whole entry, looked up, the tested form may be a part): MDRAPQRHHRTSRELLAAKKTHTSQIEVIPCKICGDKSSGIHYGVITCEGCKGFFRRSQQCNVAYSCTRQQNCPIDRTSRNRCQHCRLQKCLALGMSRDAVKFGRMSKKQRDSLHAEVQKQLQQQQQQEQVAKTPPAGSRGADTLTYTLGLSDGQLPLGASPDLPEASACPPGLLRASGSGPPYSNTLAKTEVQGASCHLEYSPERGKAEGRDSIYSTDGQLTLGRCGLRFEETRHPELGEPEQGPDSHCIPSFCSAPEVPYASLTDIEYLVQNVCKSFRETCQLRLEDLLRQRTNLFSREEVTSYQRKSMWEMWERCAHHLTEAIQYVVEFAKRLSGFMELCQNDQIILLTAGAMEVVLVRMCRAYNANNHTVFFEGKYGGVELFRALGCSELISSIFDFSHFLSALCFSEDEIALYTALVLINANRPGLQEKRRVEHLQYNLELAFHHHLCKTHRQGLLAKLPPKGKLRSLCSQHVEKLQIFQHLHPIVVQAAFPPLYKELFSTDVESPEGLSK
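A Gal4/UAS one-hybrid system in insect cells: metallothionein-promoter Gal4–ROR gamma fusion plus Photinus luciferase reporter. Copper sulfate 700 uM final, 20 hr ambient incubation, luminescent detection after 10 min with reagent.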
NPC1 prom act: activators of NPC1 promoter | Huh7 NPC1 promoter luciferase reporter, 24 h | Potency, µM (top dose mostly 9.22 µM), inactives show top-dose activation, most hits filed as activators | 320,000 compounds, 2.4% hits | AID 485313;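 further: potency means the concentration at half of the fitted maximal effect; % of control where 0% means no effect; nearly all actives have a fitted effect of over 60% in size; reporter is driven by a mutant NPC1 promoter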
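Readout is luciferase luminescence, reflecting NPC1 promoter activation in stably transfected Huh7 cells after 24 h compound exposure at 37 °C in reduced-serum medium with 10% FBS.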
p53 reactivation: mutant p53 re-activation in reporter cells | Potency, µM (titrated, usually from 92.2 µM), for inactives: at the highest dose activity change, positive = activation, usual class: activators | H1299 p53-A138V BP100-luciferase reporter, luminescence, 24 h | AID 504706 | 320,000 compounds, 0.063% hits; further: potency means the concentration at half of the fitted maximal effect; % of control where 0% means no effect; nearly all actives have a fitted effect of over 45% in size
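p53-null H1299 cells stably carrying temperature-sensitive p53-A138V and a BP100-luciferase reporter were pinned with compounds (4-point, 1:5 series) and held 24 hrs at 37 deg C. Luminescence was read 10 min after detection reagent.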
FLuc counter: firefly luciferase modulation, counter-screen for miR-21 project; P08659; purified FLuc, Km substrates, luminescence inhibition; Potency, µM (top dose mostly 57.5 µM), without a hit: top-dose activity change, negative = inhibition, most hits filed as inhibitors; 360,000 compounds, 6.9% hits;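 further: potency means the concentration at half of the fitted maximal effect; plate controls were vehicle for no effect and reference inhibitor for full effect; nearly all actives have a fitted effect of over 55% in size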
Target sequence (P08659 whole entry, looked up): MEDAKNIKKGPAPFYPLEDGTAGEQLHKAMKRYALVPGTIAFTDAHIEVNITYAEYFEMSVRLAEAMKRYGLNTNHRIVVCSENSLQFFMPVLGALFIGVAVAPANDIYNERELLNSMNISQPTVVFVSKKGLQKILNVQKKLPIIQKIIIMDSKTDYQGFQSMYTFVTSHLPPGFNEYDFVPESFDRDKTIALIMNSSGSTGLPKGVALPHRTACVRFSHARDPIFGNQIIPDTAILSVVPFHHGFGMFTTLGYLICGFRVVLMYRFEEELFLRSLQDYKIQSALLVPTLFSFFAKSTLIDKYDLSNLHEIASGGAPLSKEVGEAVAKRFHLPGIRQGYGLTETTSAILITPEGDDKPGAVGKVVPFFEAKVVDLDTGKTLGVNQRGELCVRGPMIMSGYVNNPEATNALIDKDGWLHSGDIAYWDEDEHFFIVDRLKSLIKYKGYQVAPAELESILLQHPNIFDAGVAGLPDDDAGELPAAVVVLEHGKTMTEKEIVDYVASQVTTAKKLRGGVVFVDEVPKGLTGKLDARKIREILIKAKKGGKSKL
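Purified P. pyralis luciferase (10nM final) with 10uM D-luciferin and 10uM ATP (Km levels) in 50mM Tris acetate pH 7.5, 10mM Mg acetate, 0.01% Tween-20, 0.05% BSA; qHTS 6-point titration, ~60 µM downward; luminescence read.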
BRCA1 expr act: BRCA1 expression activation; MCF7-BRCA1-FFLuc reporter, luminescence, 48 h; response scale: scaled: vehicle 0%, 10 µM genistein 100%; Potency, µM (titrated, usually from 46.1 µM), for inactives: at the highest dose activation, hits mostly activators; 380,000 compounds, 1.1% hits; AID 624202; further: potency means the concentration at half of the fitted maximal effect; nearly all actives have a fitted effect of over 80% in size; some results filed as inactive show a strong effect at the top dose
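First, MCF7-BRCA1-FFLuc cells (2000/well) attach for 2 h; next, compounds are pin-added and incubated 48 h at 37 °C; finally, luciferase reagent is added and luminescence read after 15 min.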
Gal4-VP16 FLuc: inhibits Gal4-VP16 luciferase reporter, ROR gamma counter-screen | Drosophila S2 Gal4-VP16 UAS-luciferase, luminescence, 20 h | 310,000 compounds, 3.5% hits | Potency, µM (top dose mostly 53.6 µM), without a hit: at the top dose activity, negative = inhibition, usual class: inhibitors;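 further: Gal4-VP16 expression switched on by copper sulfate through the metallothionein promoter; potency means the concentration at half of the fitted maximal effect; on the % scale 0 is the no-effect control and ±100 the full control effect; nearly all actives have a fitted effect of over 50% in size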
Giardia kill: kills Giardia lamblia; Giardia lamblia trophozoite viability; activity change, % at 7.66 µM, hits read low; 340,000 compounds, 0.15% hits; AID 540267; in the data active means activity change below about -80%; inconclusive means between about -30% and that limit;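 further: parasites exposed to compound for two days anaerobically before the ATP read; on the % scale 0 is the no-effect control and ±100 the full control effect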
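ATP-content bioluminescence gauges trophozoite survival. Cells (100/well) receive compound and incubate anaerobically for 48 hrs at 37 deg C; detection reagent follows for 15-30 min at room temperature.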
Rab9 prom act: activates the Rab9 promoter. Potency, µM (titrated, usually from 9.22 µM), without a hit: at the top dose activation, negative = inhibition, usual class: activators. AID 485297. 320,000 compounds, 2.8% hits. Huh7 Rab9 promoter-luciferase reporter, luminescence, 24 h; further: potency means the concentration at half of the fitted maximal effect; % of control where 0% means no effect; nearly all actives have a fitted effect of over 60% in size
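Promoter activation is measured as luciferase luminescence in Huh7 cells stably transfected with a Rab9 promoter–luciferase construct, following 24 h compound exposure at 37 °C and 10 min reagent incubation at ambient temperature.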
PKM2 act: activators of human pyruvate kinase M2. P14618. purified PKM2, Kinase-Glo ATP luminescence, activation; response scale: 0% is enzyme alone, no compound. Potency, µM (series often up to 57.5 µM), for the others: top-dose activation, hits mostly activators. 260,000 compounds, 0.34% hits. AID 1631; further: potency means the concentration at half of the fitted maximal effect; on the % scale 0 is the no-effect control and ±100 the full control effect; nearly all actives have a fitted effect of over 55% in size
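Kinase-Glo luminescence reports ATP generated from ADP (0.1 mM) and PEP (0.5 mM) by purified hPK-M2 after 1 h at room temperature, pH 7.2 imidazole buffer; intermediate enzyme activity allows detecting inhibitors and activators.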
Starred values were filed as active, the others as inactive; ? = inconclusive; . = not tested or not shown; & = joins results of further samples; [ ] = another dose, or the depositor's remark. Unless noted, the call rests on the fitted dose curve; in most records, active means well fitted curve in the direction sought with a large enough effect; inconclusive means small, poorly fitted or top-dose-only effect, or another doubt; inactive means no such curve, though single readings can be large; an effect the other way counts as inactive or inconclusive.

SMILES	ELG1 genotoxic	Menin MLL FP TR	RORgamma inh	NPC1 prom act	p53 reactivation	FLuc counter	BRCA1 expr act	Gal4-VP16 FLuc	Giardia kill	Rab9 prom act	PKM2 act
O=C(O)C1C2CCC(C2)C1C(=O)NCCC1=CCCCC1 (centres undefined)	0.3%	-6.7%	-5.4%	0.6%	-13.2%	0.5%	1.3%	-13.7%	5.5	-0.1%	3.8%
O=C(c1cc2c(s1)-c1ccccc1OC2)N1CCN(c2ccccc2)CC1	-18.3%	-0.7%	0.7%	5.2%	4.0%	-12.4%&-15.6%	-15.8%	0.6%	5.0	-4.7%	-9.1%
Cc1csc2c(N3CCN(C(=O)NC(C)(C)C)CC3)ncnc12	-8.8%	.	30.0%	-4.0%	-4.6%	-1.5%	-28.4%	-11.3%	-4.7	-8.4%	-2.6%
Cc1ccc(-n2ncc3c(=O)[nH]c(SCC(=O)N4CCC(C)CC4)nc32)cc1C	-2.3%	11.7%	42.0%	1.1%	5.2%	3.7%	4.4%	-16.8%	3.5	-0.7%	-8.0%
CC(C)(CO)CNC(=O)c1ccc(OC2CCN(C(=O)C3CC3)CC2)cc1	-0.8%	-1.2%	45.0%	1.3%	0.0%	-0.3%	-7.9%	3.1%	-14.1	-2.4%	-11.4%
COc1ccc(NC(=O)Cn2cc(C(=O)c3ccco3)c3ccccc32)cc1	-2.9%	?	1.3%	1.3%	-2.1%	-28.5%	2.7%	1.0%	1.6	-3.5%	13.9%
C/C(=N\OC(=O)c1ccccc1F)c1nccs1	0.8%	-1.9%	19.7%	3.9%	-1.3%	1.35µM*	-18.3%	0.0%	7.1	2.9%	-29.9%
O=C(COC(=O)C1(c2ccccc2F)CCCC1)Nc1ncc(C(F)(F)F)cc1Cl	-0.1%	-3.9%	18.0%	-3.0%	2.7%	-0.5%	-9.1%	-19.0%	-7.8	-4.6%	-2.0%
Cc1ccc(C)c(N2CCN(C(=O)c3ccc4nsnc4c3)CC2)c1	-6.4%	-26.1%	-3.4%	-27.3%	13.8%	-0.5%	-32.5%	-1.2%	46.1[activator]	-14.2%	.
CC1CCC(NC(=O)COC(=O)c2cccnc2Cl)CC1 (centres undefined)	-0.9%	.	.	0.1%	10.2%	.	1.4%	.	-14.8	10.8%	.
O=C(O)CC(NC(=O)C(c1ccccc1)c1ccccc1)c1cccc([N+](=O)[O-])c1 (centres undefined)	-10.2%	.	-10.4%	2.1%	-2.1%	-0.4%	0.0%	-2.0%	-6.8	-4.8%	-7.2%
O=C(CSc1nc2[nH]ncc2c(=O)n1-c1ccccc1Br)NCc1ccccc1Cl	-2.0%	4.3%	44.8%	-7.6%	-2.8%	0.4%	-17.8%	25.0%	-10.3	-3.9%	7.0%
CCC1SC(CC)C(=O)N(CC(=O)Nc2ccc3c(c2)OCO3)C1=O (centres undefined)	0.4%	7.7%	5.8%	-2.8%	-6.1%	2.6%	-8.0%	-3.6%	-12.2	1.6%	-1.6%
O=C1CSC(c2ccc(Cl)cc2)N1C1CCCCC1 (centres undefined)	.	?	?	.	.	-0.5%	-17.8%	-23.0%	-2.1	.	0.7%
CSc1nc(N)nc(C2CC2)n1	7.9%	.	-5.9%	0.5%	-3.0%	-1.8%	-2.4%	-0.6%	2.6	0.4%	8.2%
Cc1nnsc1C(=O)NNC(=O)c1cccc2ccccc12	-0.9%	.	-31.6%	-2.0%	-2.0%	-2.6%	-4.4%	-2.2%	-3.8	-0.4%	0.3%
CC(OC(=O)c1c2c(nc3ccccc13)/C(=C\c1ccc3c(c1)OCO3)CCC2)C(=O)Nc1ccc(S(N)(=O)=O)cc1 (centres undefined)	-1.4%	?	-5.9%	-15.1%	11.3%	?	-97.6%	-9.2%	-2.7	-0.4%	0.8%
CCCC(=O)Nc1ccccc1NC(=O)c1ccc(OCC)c(OCC)c1	0.9%	-11.7%	-0.8%	-6.6%	-0.9%	2.1%	-1.5%	3.4%	6.8	-5.9%	0.9%
O=C(Nc1cccc(S(=O)(=O)N2CCCCC2)c1)C1CC(=O)N(c2ccc3c(c2)OCCO3)C1 (centres undefined)	-15.7%	.	69.4%	0.0%	-27.0%	-16.7%	-12.5%	-8.8%	2.5	-2.1%	2.8%
C#CCOCCOCCOCCNc1nc(N2CCN(C(=O)C(Cc3cc4ccccc4[nH]3)n3cc(C(N)Cc4ccc(O)cc4)nn3)CC2)nc(N2CCN(C(=O)C(CCC(=O)O)n3cc(C(N)C(C)CC)nn3)CC2)n1 (centres undefined)	1.8%	.	.	0.9%	0.2%	-1.4%	-1.4%	.	-3.3	1.4%	.
O=C(N/N=C/C=C/c1ccccc1[N+](=O)[O-])c1cc(-c2cccnc2)nc2ccccc12	-6.8%	12.8%	7.08µM*	3.4%	18.7%	?	-45.5%	5.62µM*	2.0	0.2%	1.7%
CN1CCN(/N=C/c2ccc(OCc3ccccc3)cc2)CC1	?	.	35.7%	3.55µM*	13.7%	9.53µM*	7.94µM*	6.8%	-19.7	2.82µM*	-2.4%
CCOC(=O)C1CCCN(C(=O)CCCn2nc(C)n3c(cc4sccc43)c2=O)C1 (centres undefined)	1.8%	-13.5%	1.0%	0.2%	-2.5%	0.3%	-6.2%	1.6%	-10.0	0.2%	5.5%
CC(C)c1ccccc1NC(=O)COC(=O)/C=C/c1cccc([N+](=O)[O-])c1	3.1%	-3.8%	2.8%	1.2%	-10.0%	-0.3%	-0.8%	-10.9%	-19.2	-1.2%	-0.9%
COC(=O)Cc1ccc(NC(=S)NN2CCOCC2)cc1	-0.7%	1.4%	6.3%	2.6%	0.8%	-5.2%	-10.3%	0.1%	6.7	7.3%	-10.0%

As entered above.
NPC1 prom act with O=C(CSc1nc2[nH]ncc2c(=O)n1-c1ccccc1Br)NCc1ccccc1Cl reads -7.6%
p53 reactivation with C#CCOCCOCCOCCNc1nc(N2CCN(C(=O)C(Cc3cc4ccccc4[nH]3)n3cc(C(N)Cc4ccc(O)cc4)nn3)CC2)nc(N2CCN(C(=O)C(CCC(=O)O)n3cc(C(N)C(C)CC)nn3)CC2)n1 (centres undefined) reads 0.2%

The listing continues.
SMILES	ELG1 genotoxic	Menin MLL FP TR	RORgamma inh	NPC1 prom act	p53 reactivation	FLuc counter	BRCA1 expr act	Gal4-VP16 FLuc	Giardia kill	Rab9 prom act	PKM2 act
O=S(=O)(Nc1ccc(-c2ccc3nncn3n2)cc1)c1cc(F)ccc1F	12.8%	.	.	-0.6%	-6.6%	2.4%	-6.6%	.	-4.5	-3.2%	.
Cc1ccc(C(=O)NCc2ccc3c(c2)OCO3)cc1	7.1%	4.8%	0.5%	-0.4%	7.7%	-3.2%	46.4%	8.3%	34.3[activator]	17.0%	0.9%[11.5 µM]
CC(C)[C@H](NC(=O)C1CCN(S(=O)(=O)c2ccccc2)CC1)C(=O)NCc1ccncc1	-0.5%	.	-3.2%	3.1%	0.0%	0.9%	0.0%	-1.3%	5.9	1.3%	.
CCCn1nc(C(=O)N2CCN(S(=O)(=O)c3ccc(C)c(C)c3)CC2)c2ccccc2c1=O	-8.6%	.	.	-1.0%	-4.6%	-0.2%	-8.2%	.	23.1	-5.2%	.
Cc1onc(-c2ccccc2)c1C(=O)N/N=C/C=C/c1ccccc1	-4.6%	.	2.24µM*	-0.1%	-4.7%	-0.1%	-22.4%	3.16µM*	1.0	-3.5%	4.9%
COc1cc(NC(=O)c2cc3nc(C4CC4)cc(C(F)(F)F)n3n2)c(OC)cc1Cl	1.5%	11.3%	14.4%	1.3%	-2.2%	-18.5%	-5.1%	-4.6%	5.8	17.5%	-0.1%
COc1ccc(-c2[nH]ncc2CN(C)CC2CCCCO2)cc1F (centres undefined)	-3.2%	-12.6%	-12.8%	-2.8%	-0.7%	-2.2%	-0.6%	4.6%	38.0[activator]	-0.9%	-4.3%
CCC(=O)Nc1ccc2c(c1)nc(CN1CCN(C(C)=O)CC1)n2C	-3.6%	4.2%	2.7%	-0.2%	0.6%	0.5%	7.0%	8.5%	-1.2	-1.5%	-5.5%
COc1ccc(CCC(=O)NNC(=O)c2ccc(OC)cc2)cc1	0.3%	8.2%	-2.7%	-0.8%	2.3%	-2.6%	-17.0%	1.0%	-1.4	0.0%	.

High-throughput results deposited in PubChem BioAssay by National Center for Advancing Translational Sciences (NCATS).

Only part of the results is shown. The share of hits here may be higher or lower than overall.
